# TRHR enhancer = qHTS for Small Molecule Agonists and Allosteric Enhancers of Human TRH Receptor: Primary Screen for Enhancers; Thyrotropin-releasing hormone receptor (Homo sapiens), P34981; TRHR cells, fluo-8 calcium fluorescence, EC20 TRH enhancement; enhancement, % at 2 µM; hit rate 0.66% among 360,000; AID 493056, 2011; in the data active = enhancement above about 30%; note: 0% is about no effect
# Target sequence (P34981 whole entry, looked up): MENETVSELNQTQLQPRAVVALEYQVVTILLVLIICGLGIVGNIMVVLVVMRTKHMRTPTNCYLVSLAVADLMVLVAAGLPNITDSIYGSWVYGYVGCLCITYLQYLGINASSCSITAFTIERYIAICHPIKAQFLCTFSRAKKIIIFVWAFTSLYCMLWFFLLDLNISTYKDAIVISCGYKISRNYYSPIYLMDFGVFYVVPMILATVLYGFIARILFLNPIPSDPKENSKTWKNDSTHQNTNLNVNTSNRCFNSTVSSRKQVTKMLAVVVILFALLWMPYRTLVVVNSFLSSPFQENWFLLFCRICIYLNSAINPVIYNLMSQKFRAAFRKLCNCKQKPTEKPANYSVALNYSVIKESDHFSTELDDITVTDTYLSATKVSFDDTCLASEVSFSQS
#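 Enhancer read-out: after compound pinning and an initial kinetic agonist-mode read, an EC20 of TRH (10 nM final) was injected and fluo-8 calcium signal (Ex 480/Em 530) followed at 1 s/cycle for 100 cycles in TRHR-expressing cells.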
# D2 antag = HTS Assay for Allosteric Antagonists of the Human D2 Dopamine Receptor: Primary Screen for Antagonists; D(2) dopamine receptor (Homo sapiens), P14416; HEK293 TREx D2 cells, calcium flux, dopamine EC80; inhibition, % at 10 µM; hit rate 2% among 340,000; in the data active = inhibition above about 30%; note: 0% is about no effect
#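 Tetracycline-induced HEK293 TREx cells expressing D2 receptor forced-coupled to calcium signalling, loaded with no-wash calcium dye. Compounds added and calcium flux read 180 s, then dopamine added at EC80 and read a further 180 s.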
# USP1-UAF1 inh = Inhibitors of USP1/UAF1: Primary Screen | hit rate 0.23% among 390,000 | AID 743255, 2014 | Ubiquitin carboxyl-terminal hydrolase 1 (Homo sapiens), O94782 | recombinant USP1/UAF1, Ub-Rhodamine cleavage fluorescence | Potency, µM (titrated, usually from 57.1 µM), without a hit: at the highest dose activity change, negative = inhibition, actives largely listed as inhibitors; note: potency is the fitted concentration of half-maximal effect; % is set by controls: 0 for no effect and ±100 for the full control effect; nearly all actives have a fitted effect of over 60% in size; inactives centre near -12
#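 USP1/UAF1 complex (1 nM) preincubated 15 min at room temperature with compound, then Ub-Rho substrate (150 nM final) added. Kinetic fluorescence at 480/540 nm over 6 reads at 60 s intervals; 50 mM HEPES pH 7.8, 0.5 mM EDTA, 0.1 mg/ml BSA, 1 mM TCEP, 0.01% Tween-20.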
# TrxR1 substrate = qHTS Assay for Substrates of Mammalian Selenoprotein Thioredoxin Reductase 1 (TrxR1): qHTS; Thioredoxin reductase 1, cytoplasmic (Rattus norvegicus), O89049; purified TrxR1 substrate turnover, NADPH consumption readout; Potency, µM (top dose mostly 114 µM), inactives show at the highest dose activity change, negative = substrate turnover; hit rate 0.01% among 390,000; AID 588456, 2011; note: potency is the fitted concentration of half-maximal effect; % is set by controls: 0 for no effect and ±100 for the full control effect; nearly all actives have a fitted effect of over 50% in size
#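 Rat TrxR1, dispensed at 90 nM, was prereduced with 400 uM NADPH (final) for 5 min at ~22 deg C, then incubated with compound 15 min before 400 uM selenite. A first-read NADPH fluorescence drop versus no-compound background flagged substrates.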
# TRHR ag = qHTS for Small Molecule Agonists and Allosteric Enhancers of Human TRH Receptor: Primary Screen for Agonists | TRHR cells, calcium flux fluo-8, FDSS agonist mode | activation, % at 2 µM | hit rate 0.18% among 360,000 | AID 493084, 2011; in the data active = activation above about 30%; note: 0% is about no effect
#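 Fluo-8-loaded TRHR cells; 10 s baseline, compound added, kinetic Ca2+ fluorescence read 1/s, agonist mode.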
# D2 ag = HTS Assay for Allosteric Agonists of the Human D2 Dopamine Receptor: Primary Screen for Agonists | HEK293 T-REx D2 cells, calcium flux agonist mode | hit rate 0.53% among 340,000 | AID 485358, 2010 | D(2) dopamine receptor (Homo sapiens), P14416 | activation, % at 2 µM;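 active = activation over 3 SD above normal in the single-dose calcium agonist read, cut at about 30% in these data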; note: 0% is about no effect
#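 Calcium-flux readout, 1 cycle/sec over 180 s following compound pin transfer, in inducible HEK293 Trex D2 cells (force-coupled); dopamine controls included. Positive calcium responses during this window marked compounds as potential agonists.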
# mIDH1 inhibitor = qHTS for Inhibitors of mutant isocitrate dehydrogenase 1 (IDH1): qHTS | Isocitrate dehydrogenase [NADP] cytoplasmic (Homo sapiens), O75874 | IDH1-R132H enzyme, NADPH consumption, diaphorase/resazurin fluorescence | Potency, µM (doses to about 76.6 µM), for inactives: at the highest dose activity change, negative = inhibition, most hits filed as inhibitors | hit rate 0.093% among 390,000 | AID 602179, 2012; note: potency is the fitted concentration of half-maximal effect; % is set by controls: 0 for no effect and ±100 for the full control effect; nearly all actives have a fitted effect of over 65% in size
#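 IDH1-R132H (0.5 ug/mL dispensed) in pH 7.5 Tris buffer was preincubated 30 min with compound, then given a substrate mix of 0.016 mM NADPH and 2 mM alpha-KG for 80 min at room temperature; remaining NADPH was read by diaphorase/resazurin fluorescence.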
# TrxR1 inh = qHTS Assay for Inhibitors of Mammalian Selenoprotein Thioredoxin Reductase 1 (TrxR1): qHTS | Thioredoxin reductase 1, cytoplasmic (Rattus norvegicus), O89049 | recombinant rTrxR1, NADPH fluorescence consumption, selenite substrate | Potency, µM (highest dose often 114 µM), without a hit: top-dose activity change, negative = inhibition, usual class: inhibitors | hit rate 1% among 390,000; note: potency is the fitted concentration of half-maximal effect; % is set by controls: 0 for no effect and ±100 for the full control effect; nearly all actives have a fitted effect of over 65% in size
#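 Rat TrxR1 (90 nM in the dispensed reagent) was pre-reduced with 400 uM NADPH for 5 min at room temperature, then incubated with compound for 15 min. After 400 uM selenite was added, NADPH fluorescence (Ex 340/Em 450 nm) was followed for 8 min.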
# PI4K2A inh = qHTS for small molecular inhibitors of PI4K2A | Phosphatidylinositol 4-kinase type 2-alpha (Homo sapiens), Q9BTU6 | purified PI4K2A, ADP-Glo luminescence, 1 h; hits give low values | activity change, negative = inhibition, % at 76.9 µM | hit rate 0.13% among 420,000 | AID 1346378, 2018; in the data active = activity change below about -50%; inconclusive = mostly about -30% to -49%;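 note: -100% = wells without enzyme as full effect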
# Target sequence (Q9BTU6 whole entry, looked up): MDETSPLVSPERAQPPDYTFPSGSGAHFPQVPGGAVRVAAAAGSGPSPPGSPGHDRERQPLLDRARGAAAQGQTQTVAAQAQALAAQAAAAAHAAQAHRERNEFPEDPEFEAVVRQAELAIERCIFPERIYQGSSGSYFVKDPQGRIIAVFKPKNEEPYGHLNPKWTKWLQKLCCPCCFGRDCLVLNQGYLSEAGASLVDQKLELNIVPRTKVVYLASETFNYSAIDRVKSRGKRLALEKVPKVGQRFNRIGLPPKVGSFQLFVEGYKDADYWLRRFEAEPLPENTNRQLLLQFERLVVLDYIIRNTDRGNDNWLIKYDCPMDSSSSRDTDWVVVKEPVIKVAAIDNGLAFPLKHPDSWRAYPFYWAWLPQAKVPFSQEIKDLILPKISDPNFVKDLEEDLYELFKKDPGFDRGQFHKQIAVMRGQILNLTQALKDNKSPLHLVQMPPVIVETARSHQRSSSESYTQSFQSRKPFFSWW
#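 Compounds are screened against recombinant PI4K2A using PI as substrate and ATP, the latter dispensed at 300 microM. Reactions run one hour at ambient temperature before ADP-Glo detection; full inhibition defined by wells lacking enzyme.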
# Numbers without * were called inactive; ? = inconclusive; . = not tested or not shown; [ ] = another dose, or the depositor's remark. Unless noted, calls come from the whole dose curve; as a rule, active = well fitted inhibition curve with a large enough effect; inconclusive = small, poorly fitted or top-dose-only effect; inactive = no such curve, though single readings can be large or run the other way.
SMILES,TRHR enhancer,D2 antag,USP1-UAF1 inh,TrxR1 substrate,TRHR ag,D2 ag,mIDH1 inhibitor,TrxR1 inh,PI4K2A inh
Cc1nn(CC(=O)Nc2ccc(F)cc2)c(=O)c2ccccc12,1,-12,-1%,0%,0.2,-1.2,4%,21%,-2
COc1ccccc1C(=O)N/N=C1/NC(=O)CC(C(=O)Nc2ccccc2)S1 (stereo unspecified),-3,-9,-17%,18%[57.1 µM],0.0,-0.7,-2%,15%[57.1 µM],-1
COc1cc2c(cc1OC)CN(C(=O)C1CCN(S(=O)(=O)c3ccccc3F)CC1)CC2,3,-10,-9%,4%,0.1,0.2,0%,9%,-19
CCOc1cc(/C=C(\CC(=O)O)c2nc3ccccc3s2)ccc1OCC(=O)Nc1cccc(C(F)(F)F)c1,.,.,-23%,-4%,.,.,-1%,-12%,-3
Cc1cc(NC(=O)c2cc(-c3ccncc3)nc3ccccc23)ccc1Br,.,.,-20%,2%[57.1 µM],.,.,2%,7%[11.4 µM],7
Cc1ccc(NS(=O)(=O)c2c(C)nc3sccn3c2=O)cc1,0,9,-5%,-2%[57.1 µM],0.5,0.7,6%,5%[57.1 µM],-8
CCN(Cc1ccccc1)S(=O)(=O)c1cc2c3c(c1)CCN3C(=O)CC2,-2,22,-20%,3%,0.7,0.5,0%,13%,0
CCC(Sc1nc2nccnc2c(=O)n1Cc1ccc(C)cc1)C(=O)NC1CCCCC1 (stereo unspecified),-3,.,-13%,-1%,0.1,-0.8,-7%,4%,-1
O=C(NCC(c1ccco1)N1CCc2ccccc21)c1cccc(F)c1 (stereo unspecified),1,6,-22%,8%[57.1 µM],-0.1,0.2,5%,24%[57.1 µM],-5
CCNc1ncnc2c1nnn2C,7,.,-13%,-2%[57.1 µM],-1.1,-1.9,-13%,7%[57.1 µM],3
Cc1ccc(OCCC(=O)OCC(=O)NC(=O)c2ccccc2)cc1,1,8,-19%,-1%,2.0,-0.9,1%,37%[57.1 µM],0
C#C[C@]1(OC(C)=O)CCC2C3CCC4=CC(=O)CC[C@@H]4C3CC[C@@]21C (stereo partly specified),9,9,7%,1%,2.0,-0.5,9%,22%,-3
CC(=O)c1ccccc1NC(=O)COC(=O)c1cc[n+]([O-])cc1,.,.,-22%,3%,.,.,-8%,19%,1
COc1ccc(-c2csc3ncnc(N4CCN(S(=O)(=O)c5ccc(C)c(C)c5)CC4)c23)cc1,4,11,-13%,2%[57.1 µM],0.1,0.8,-15%,6%[57.1 µM],2
COc1ccc(NC(=O)N2CCCC2C(=O)NCc2ccc(C)cc2)cc1 (stereo unspecified),1,4,-18%,7%,0.0,-0.5,11%,22%,5
CCCc1nc2nc(C)c(NS(=O)(=O)c3ccc(C(C)(C)C)cc3)c(=O)n2[nH]1,-1,.,4%,-2%[57.1 µM],0.8,.,0%,-3%[57.1 µM],-4
Fc1ccc(NC(=S)Nc2cccc3ccccc23)cc1F,-6,0,-27%,29%,0.0,-0.2,6%,-18%,4
COc1cccc2cc(C(=O)NCc3ccccc3Br)c(=O)oc12,5,7,-22%,-1%,0.6,0.8,-1%,15%,2
Cc1ccc(S(=O)(=O)c2nc(-c3ccc(F)cc3)oc2N2CCN(c3ccccc3)CC2)cc1,7,.,3%,-2%,0.5,0.5,0%,9%,0
Cn1nc(-c2ccccc2)c(CN2CCN(c3ncccn3)CC2)c1Cl,11,-16,?,-2%,0.3,0.9,0%,15%,3

# The list goes on; the last 2 above are carried over.
SMILES,TRHR enhancer,D2 antag,USP1-UAF1 inh,TrxR1 substrate,TRHR ag,D2 ag,mIDH1 inhibitor,TrxR1 inh,PI4K2A inh
Cc1ccc(S(=O)(=O)c2nc(-c3ccc(F)cc3)oc2N2CCN(c3ccccc3)CC2)cc1,7,.,3%,-2%,0.5,0.5,0%,9%,0
Cn1nc(-c2ccccc2)c(CN2CCN(c3ncccn3)CC2)c1Cl,11,-16,?,-2%,0.3,0.9,0%,15%,3
COc1ccc2nc(NC(=O)/C=C/c3ccc4c(c3)OCO4)sc2c1,0,-5,.,.,-0.6,0.9,.,.,.
O=S(=O)(Nc1ccccc1)c1ccc(-c2cnc(C3CC3)o2)cc1,4,-4,-24%,-6%,0.0,1.2,8%,-12%,-3
CC(=O)c1ccc(NC(=O)COC(=O)CCN2C(=O)c3cccc([N+](=O)[O-])c3C2=O)cc1,-3,-5,-9%,1%,0.3,0.2,-6%,20%,0
Cc1nc2ccc(NC(=O)c3nn(C(C)C)c(=O)c4ccccc34)cc2s1,0,4,5%,0%,-0.1,-1.0,4%,9%,3
Cc1ccc(S(=O)(=O)N2CCCC(C(=O)NC3=NCCS3)C2)cc1 (stereo unspecified),-2,-11,8%,1%,0.2,-1.9,1%,16%,3
CCOC(=O)c1ccc2[nH]c(C)c(C)c2c1,.,.,-17%,-7%,.,.,11%,2%,-2
Cc1c(C(=O)Nc2nccs2)oc2ccc(F)cc12,-5,-21,-16%,2%,0.4,0.0,-14%,9%,4
Cc1ccc(S(=O)(=O)CC(=O)N2CCCCCC2)cc1,0,21,-3%,-8%,-0.2,0.4,0%,-11%,-8
CC1CN(S(=O)(=O)c2cccc(C(=O)OCC(=O)Nc3ccc4c(c3)OCO4)c2)CC(C)O1 (stereo unspecified),5,13,-10%,4%,-0.1,1.1,8%,?,-13
COc1ccc(-c2nn(-c3ccccc3)cc2C(=O)O)cc1,3,0,-19%,10%,-0.5,1.4,3%,22%,2
Cc1nc2cc(N3CCOCC3)c(NC(=O)C3CC3)cc2c(=O)n1Cc1ccccc1,4,24,-12%,-2%,0.1,0.4,1%,1%,-11
COc1ccc(/C=C/C(=O)OCC(=O)N(C)c2c(N)n(Cc3ccccc3)c(=O)[nH]c2=O)cc1OC,3,4,5%,15%[57.1 µM],0.4,-0.3,-1%,-22%,0
COc1ccc(C(=O)C2CN(c3ccccc3)CC2c2ccc(Cl)cc2)cc1 (stereo unspecified),3,-7,-18%,-12%[57.1 µM],1.0,0.4,2%,0%,7
CC(C)CC(=O)N1CCN(Cc2ccc(Cl)cc2)CC1,-1,16,-3%,8%[57.1 µM],-0.1,6.7,6%,-7%,-2
COCCN(C(=O)c1snc(C(N)=O)c1N)C(C(=O)NC1CCCCC1)c1ccc(F)cc1 (stereo unspecified),0,6,?,14%,-0.1,0.5,7%,18%,9
CS(=O)(=O)N1CCN(c2ccc([N+](=O)[O-])c(NCc3cccnc3)c2)CC1,-4,-7,-3%,-7%,0.0,-0.4,-12%,8%,4
CNC(=O)c1c[nH]c2ccc(S(=O)(=O)Nc3ccccc3F)cc2c1=O,-2,.,-26%,-2%,0.8,.,1%,6%,-7
O=C1C(=O)N(CC2COc3ccccc3O2)c2ccccc21 (stereo unspecified),-4,8,-13%,-10%,3.3,0.4,2%,-13%,34
CCOC(=O)CN(C(=O)CSc1nnc(COc2ccc(OC)cc2)n1CC)c1ccccc1,-2,5,-4%,3%,0.9,0.0,9%,14%,-3
NC1=C(Cl)C(=O)c2ccc(S(N)(=O)=O)cc2C1=O,.,.,1.3µM*,-16%,.,.,17%,-58%,?
CC(=O)NCCNc1nc2c(-c3cccc(C(F)(F)F)c3)nnn2c2ccccc12,-1,3,-8%,41%,0.7,0.5,4%,21%[57.1 µM],-11
COc1ccc([N+](=O)[O-])cc1NC(=O)c1ccc(CN(c2ccccc2)S(C)(=O)=O)cc1,0,5,-21%,-9%,0.7,0.5,0%,-2%,-5
CC[C@H](C)[C@@H](CN[C@H](CCCCNC)CNC)NCC1CCCC1,-7,12,-23%,16%,0.4,0.7,15%,21%,-3
COc1cc(/C=N\NC(=O)c2cccc(Cl)c2)ccc1Oc1ccc([N+](=O)[O-])cn1,4,6,4%,-3%[57.1 µM],0.4,1.0,-5%,9%[57.1 µM],4
Cc1ccccc1C(=O)N1N=C(c2cccc(NS(C)(=O)=O)c2)CC1c1cccs1 (stereo unspecified),-9,6,3%,-15%,-0.1,-0.6,-13%,-27%,-3
Cc1ccc(C)c(N2CCN(C3CCCCC3NS(=O)(=O)c3ccccc3)CC2)c1 (stereo unspecified),7,13,1%,4%[57.1 µM],0.1,-0.1,-19%,16%[57.1 µM],-4
N#C/C(=C/c1ccc(-c2ccccc2)o1)c1nc(-c2cccs2)cs1,0,-16,2%,-20%,68*,87*,2%,-26%,-3
O=C(CNC(=O)c1cccnc1)N/N=C/c1ccc(O)cc1O,0,.,-5%,2%,0.4,.,1%,-11%,1
CCN1C(=O)[C@H]2[C@@H](c3ccc(C)cc3)N3C(=O)N(c4cccc(Br)c4)C(=O)[C@@]3(CC)[C@H]2C1=O,7,9,-31%,-10%[57.1 µM],-0.1,1.2,-3%,11%[57.1 µM],-4
